Screening data: PubChem BioAssay, Sanford-Burnham Center for Chemical Genomics
Mdm2-MdmX inh: human Mdm2/MdmX binding inhibition | SaOS-2 split-luciferase Mdm2/MdmX complementation, luminescence | AID 485346 | actives 3% (n = 330,000) | O15151+Q00987 | inhibition, % at 8 µM;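 active = inhibition of at least 50% at 8 µM in the primary screen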
Target sequence (O15151 whole entry, looked up): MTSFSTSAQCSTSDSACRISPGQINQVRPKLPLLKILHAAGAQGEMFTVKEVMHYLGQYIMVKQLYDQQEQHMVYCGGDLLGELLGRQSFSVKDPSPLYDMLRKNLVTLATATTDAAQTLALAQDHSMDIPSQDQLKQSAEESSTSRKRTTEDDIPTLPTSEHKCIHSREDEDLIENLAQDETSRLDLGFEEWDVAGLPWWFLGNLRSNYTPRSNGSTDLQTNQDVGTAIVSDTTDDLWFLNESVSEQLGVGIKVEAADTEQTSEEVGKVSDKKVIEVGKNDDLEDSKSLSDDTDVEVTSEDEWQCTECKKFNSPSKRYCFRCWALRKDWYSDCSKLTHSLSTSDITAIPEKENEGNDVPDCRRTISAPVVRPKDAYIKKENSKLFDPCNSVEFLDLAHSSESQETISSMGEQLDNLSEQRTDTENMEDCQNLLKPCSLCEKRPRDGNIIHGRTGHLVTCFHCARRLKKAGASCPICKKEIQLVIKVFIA
Target sequence (Q00987 whole entry, looked up): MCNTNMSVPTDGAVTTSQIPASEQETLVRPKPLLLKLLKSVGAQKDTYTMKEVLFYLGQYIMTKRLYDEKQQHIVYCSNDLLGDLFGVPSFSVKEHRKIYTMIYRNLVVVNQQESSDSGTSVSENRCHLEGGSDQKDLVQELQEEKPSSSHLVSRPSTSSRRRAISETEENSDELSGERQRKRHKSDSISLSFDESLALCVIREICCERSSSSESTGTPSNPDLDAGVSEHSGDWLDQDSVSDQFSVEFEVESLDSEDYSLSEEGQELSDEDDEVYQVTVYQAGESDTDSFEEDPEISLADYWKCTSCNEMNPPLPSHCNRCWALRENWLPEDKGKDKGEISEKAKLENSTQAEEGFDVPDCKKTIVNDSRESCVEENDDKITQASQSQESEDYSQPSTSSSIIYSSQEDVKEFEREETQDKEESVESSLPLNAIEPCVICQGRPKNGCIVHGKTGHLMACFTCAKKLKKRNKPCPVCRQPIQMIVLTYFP
TIM10 inh: inhibits growth of TIM10 yeast strain | S. cerevisiae TIM10 strain growth, BacTiter-Glo luminescence, 24 h | inhibition, % at 10 µM | actives 1.4% (n = 330,000);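 active = inhibition of 40% or more at the single tested concentration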;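 note: wild-type TIM10 isogenic control strain grown at permissive 25 °C; 0% = DMSO yeast wells and 100% = minimal medium wells without yeast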
tim10-1 inh: tim10-1 yeast growth inhibition. S. cerevisiae tim10-1 ts strain growth, BacTiter-Glo, 24 h. inhibition, % at 20 µM. actives 2.2% (n = 330,000). AID 463190;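 active = inhibition of at least 40%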;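 note: mutant grown at 25 °C; 0% = DMSO wells with yeast and 100% = wells holding no yeast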
UPR XBP1 act: activators of adaptive arm of unfolded protein response (XBP1) | CHO-XBP1 luciferase reporter, IRE1-XBP1 UPR activation, luminescence; percent of tunicamycin response, DMSO as zero | activation, % at 20 µM | actives 0.33% (n = 330,000) | AID 463104;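 active = versus positive control, 20 µM dose yields 30% or more activation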;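 note: 100% = tunicamycin at 10 µg/mL and 0% = DMSO only wells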
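incubation = overnight seeding at 37 °C, 6 h compound treatment at 37 °C | assay system = CHO-XBP1 cells stably carrying IRE1-XBP1-driven luciferase reporter | input = 1000 cells per well | detection = luciferase luminescence | dosing = single point, 20 µM final compound, 1% DMSO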
CHOP UPR activ: activators of apoptotic arm of unfolded protein response (CHOP). CHO-CHOP luciferase reporter, UPR activation, luminescence; percent of tunicamycin response over DMSO baseline. activation, % at 10 µM. actives 0.34% (n = 330,000);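 active = at 10 µM dose, activation of 40% or more, normalized to positive control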;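 note: 100% = tunicamycin at 10 µg/mL and 0% = DMSO alone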
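System: CHO CHOP reporter cells. Amount: 500 cells per well. Buffer or medium: F12 medium, 10% FBS. Compound dosing: one dose, 10 µM in 0.5% DMSO. Incubation: 6 h compound exposure at 37 °C after overnight seeding. Technique: Steady-Glo luciferase luminescence. Benchmarks: tunicamycin and DMSO controls.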
tim23-1 inh: inhibits growth of tim23-1 mutant yeast | actives 1.3% (n = 330,000) | inhibition, % at 20 µM | S. cerevisiae tim23-1 growth, BacTiter-Glo luminescence, 24 h;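 active = growth inhibition of the mutant yeast at or above 50%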;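 note: temperature-sensitive mutant grown at 25 °C; plate controls were DMSO-treated mutant yeast for no effect and medium wells lacking yeast for full effect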
697 NFkB inh: lowers PMA/ionomycin-induced NF-kB signal in 697 B cells; 697 B-cell NF-kB luciferase reporter, 16 h; inhibition, % at 4 µM; actives 0.33% (n = 330,000); AID 435022; in the data active = inhibition above about 35%
Jurkat NFkB inh: lowers PMA/ionomycin-induced NF-kB signal in Jurkat cells; AID 435003; actives 0.53% (n = 330,000); inhibition, % at 4 µM; PMA/ionomycin-induced NF-kB luciferase reporter, luminescence; in the data active = inhibition above about 50%
Numbers without * were called inactive.

The first 7 entries, ahead of the listing:
SMILES	Mdm2-MdmX inh	TIM10 inh	tim10-1 inh	UPR XBP1 act	CHOP UPR activ	tim23-1 inh	697 NFkB inh	Jurkat NFkB inh
CCN(CC)CCCn1c2c(c(SCC(=O)Nc3nccs3)nc1=O)CCC2	14	-8	-10	0	-2.0	-5	6	15
Cc1ccc(C(=O)NCCSc2ccc(Cl)cc2)cc1[N+](=O)[O-]	6	8	25	-4	-2.6	32	-27	-18
Cn1c(Br)nc2c1c(=O)n(CC(O)COc1ccccc1)c(=O)n2C (stereo not drawn)	1	2	11	-1	0.4	10	13	7
COC(=O)c1c(C)oc(C)c1S(=O)(=O)NCc1ccc(OC)cc1	20	0	19	-2	0.0	19	-5	-10
c1ccc(CCc2nc(-c3ccccc3)no2)cc1	-36	7	20	2	5.7	15	-31	-56
CN1/C(=C\C(=O)Nc2cccc(Cl)c2)C(C)(C)c2ccccc21	5	41*	40*	0	-0.3	47	6	4
CCCNC(=O)c1cccc(S(=O)(=O)N2CC3(C)CC2CC(C)(C)C3)c1 (stereo not drawn)	26	26	41*	-3	-0.6	59*	-20	-14

Results (from the top)
SMILES	Mdm2-MdmX inh	TIM10 inh	tim10-1 inh	UPR XBP1 act	CHOP UPR activ	tim23-1 inh	697 NFkB inh	Jurkat NFkB inh
CCN(CC)CCCn1c2c(c(SCC(=O)Nc3nccs3)nc1=O)CCC2	14	-8	-10	0	-2.0	-5	6	15
Cc1ccc(C(=O)NCCSc2ccc(Cl)cc2)cc1[N+](=O)[O-]	6	8	25	-4	-2.6	32	-27	-18
Cn1c(Br)nc2c1c(=O)n(CC(O)COc1ccccc1)c(=O)n2C (stereo not drawn)	1	2	11	-1	0.4	10	13	7
COC(=O)c1c(C)oc(C)c1S(=O)(=O)NCc1ccc(OC)cc1	20	0	19	-2	0.0	19	-5	-10
c1ccc(CCc2nc(-c3ccccc3)no2)cc1	-36	7	20	2	5.7	15	-31	-56
CN1/C(=C\C(=O)Nc2cccc(Cl)c2)C(C)(C)c2ccccc21	5	41*	40*	0	-0.3	47	6	4
CCCNC(=O)c1cccc(S(=O)(=O)N2CC3(C)CC2CC(C)(C)C3)c1 (stereo not drawn)	26	26	41*	-3	-0.6	59*	-20	-14
CC(C)(C)NC(=O)C(c1ccncc1)N(C(=O)Cn1nnc(-c2cccs2)n1)C1CCCCC1 (stereo not drawn)	-9	25	29	-1	-0.6	17	-14	7
CCc1c(C)nc2[nH]nc(NC(=O)C(F)(F)F)n2c1=O	-1	-5	-14	1	-0.8	-10	-1	-1
Cc1ccc(OCC(O)CNS(=O)(=O)c2ccccc2C(=O)O)cc1 (stereo not drawn)	27	1	20	-2	-1.1	11	21	-3
Cc1ccccc1CN1CCN(Cc2ccccc2C(F)(F)F)CC1	-49	-7	6	-4	-1.8	27	8	11
CCOc1cc(/C=C2\NC(=S)N(c3c(C)n(C)n(-c4ccccc4)c3=O)C2=O)ccc1O	21	27	25	-2	1.3	16	18	6
C[C@H]1C=CC(=O)O[C@H]1c1ccccc1	50*	36	48*	-4	2.9	44	46*	44
CCCCNC(=O)c1ccc(CNS(=O)(=O)c2ccc(Br)cc2)cc1	-18	8	8	-4	0.7	21	-7	-9
Cc1cc([N+](=O)[O-])ccc1NC(=O)CSc1nncn1-c1ccccn1	16	6	-12	2	-0.4	13	-4	-1
C[C@H](NC(=O)OC(C)(C)C)c1nnc(SCC(=O)Nc2ccc(Br)cc2)o1	19	10	21	2	-2.8	14	34	9
S=C(NCCc1ccncc1)Nc1cccc2ccccc12	24	-7	7	-1	0.3	-1	11	4
CCOC(=O)CNS(=O)(=O)c1ccc(C(=O)O)cc1	5	9	3	-3	-0.6	-3	6	4
Cc1ccc(Oc2nnc(-c3ccc(C)cc3)c3ccccc23)cc1	-5	17	15	0	11	0	4	-12
Oc1ccc(Br)cc1/C=N/Nc1ccccn1	85*	29	21	88*	37	68*	18	32
FC(F)(F)c1ccc(NC2=NCCC2)cc1	14	2	7	-3	-1.7	4	-4	-5
CCCc1cc(=O)[nH]c(SC(C)C(=O)Nc2ccc3c(c2)OCCO3)n1 (stereo not drawn)	-2	17	0	-4	-4.4	9	-10	14
COc1ccccc1NC(C#N)c1ccccc1OCc1ccccc1 (stereo not drawn)	3	36	4	3	4.8	44	-15	-17
O=S(=O)(NCc1ccc(F)cc1)c1cccc(S(=O)(=O)N2CCOCC2)c1	-14	17	14	-5	1.1	17	9	3
O=C(NC1CCc2ccccc21)C1CCN(S(=O)(=O)c2ccc(Cl)cc2)CC1 (stereo not drawn)	34	9	21	1	3.1	-2	0	10
COc1ccc(N2CCN(C(=O)CN3C(=O)NC(c4ccc(OC)cc4)(c4ccc(OC)cc4)C3=O)CC2)cc1	27	5	-13	-6	-0.5	-3	20	12
O=C(C1CCN(S(=O)(=O)c2ccc(Br)s2)CC1)N1CCc2ccccc21	17	-2	31	-2	1.1	42	-4	-7
Cc1ccc(C(C2=C(O)CC(C)(C)CC2=O)C2C(=O)CC(C)(C)CC2=O)s1 (stereo not drawn)	1	-4	16	0	-0.8	26	-51	-5
COc1ccc(NC(=O)CSc2nc3ccccc3c(=O)n2CCCO)cn1	15	9	16	-2	-2.4	-2	8	-9
CC(C(=O)O)N1C(=O)c2ccccc2C1=O (stereo not drawn)	6	3	6	2	-1.0	-10	6	4
c1ccc(CCn2nnnc2C(c2cccnc2)N2CCN(c3nc4ccccc4s3)CC2)cc1 (stereo not drawn)	30	23	0	-3	-0.5	26	-9	18
COCCN1C(=O)C(=O)/C(=C(/O)c2cccc(OC)c2)C1c1ccncc1 (stereo not drawn)	-27	-11	10	-2	1.5	-7	-3	-1
Cn1c(SCC(=O)N/N=C/c2cccnc2)nnc1-c1ccccc1	18	-20	-14	-2	-0.1	2	9	-5
CCCOc1ccccc1N/C(N)=N/c1nc(C)cc(C)n1	35	7	11	2	-0.4	-3	-41	22
COc1ccc(OC)c(NC(=O)CSc2nnc(-c3ccncc3)s2)c1	4	9	6	-4	-1.1	-11	10	16
COC(=O)Cc1c(C)nc2nc(Cc3ccccc3)[nH]n2c1=O	40	-1	3	-2	1.8	14	-5	6
COc1ccc(NC(=O)CN2C(=O)NC(c3ccccc3)(c3ccccc3)C2=O)cc1OC	16	17	-5	-7	0.9	13	-3	8
Cc1cc(CNC(=O)c2cc(COc3ccc(F)c(F)c3)on2)nn1C	-104	0	-1	-2	4.3	6	-149	-99
O=C(COc1ccccc1)Nc1ccccc1Cl	4	2	10	4	0.9	8	11	-47
CCOC(=O)c1c(OCCO)nn(-c2ccccc2)c1N	0	9	-6	-3	-2.0	8	-3	-10
Cc1ccc(-c2cc(-c3n[nH]c(=S)n3C)c3ccccc3n2)cc1	1	50*	36	7	3.2	52*	-14	-2
CCOC(=O)C1CCCN(c2nc3ccccc3nc2NS(=O)(=O)c2ccc(C)cc2)C1 (stereo not drawn)	-24	29	17	-1	-0.1	48	11	-7
Cc1cccc(Nc2nnc(SCC(=O)c3c(N)n(C4CC4)c(=O)[nH]c3=O)s2)c1	22	-4	9	-1	0.4	1	-9	-8
O=C(Cn1ccc(C(F)(F)F)n1)N=Nc1c(O)[nH]c2ccc(Br)cc12	21	12	7	-1	1.3	25	10	5
O=S(=O)(NCc1cccnc1)c1cccc2nsnc12	-7	8	10	2	19	7	11	8
CCOc1ccccc1C(=O)NCc1ccco1	1	12	26	-2	-0.6	-3	5	2
CCOC(=O)c1c(C)c(C(=O)NCC2CCCO2)c(C)n1C (stereo not drawn)	11	-10	8	-2	-1.7	13	12	4
O=C(Nc1cccc(NC(=O)c2sc3ccccc3c2Cl)c1)c1ccco1	-23	-13	-8	-1	2.7	-13	-6	-18
O=C1NCCC/C1=N/Nc1ccc(F)cc1	6	-18	-3	-3	-0.9	15	12	6
COc1cccc(NC(=O)CCNC(=O)C2CCN(S(=O)(=O)c3ccc(F)cc3)CC2)c1	33	0	12	-1	-1.7	5	12	-2
CC(C)(C)CC(C)(C)NC1=CC(=O)OC12CCCCC2	7	27	28	-2	-0.5	12	3	-7
CCOc1ccc(S(=O)(=O)N2CCOCC2)cc1[N+](=O)[O-]	-19	19	-10	2	-0.2	13	-50	-11
O=C(c1ccccc1)N(Cc1ccco1)C1CCS(=O)(=O)C1 (stereo not drawn)	-5	7	13	-1	-0.6	12	10	5
C=CCn1c(SCC(=O)NCC2CCCO2)nc2scc(-c3ccccc3)c2c1=O (stereo not drawn)	19	11	-2	1	1.3	10	3	15
CCCCN1C[C@H](Cc2ccccc2)[C@@H](CC(=O)Nc2ccccc2)C1=O	-2	4	14	-1	-1.6	17	6	-1
CCN(CC(=O)Nc1ccccc1C(=O)NC1CC1)Cc1cccs1	30	6	18	3	2.0	22	11	17
Cc1ccsc1-c1nc(C(N)=O)c2[nH]c(=O)n(-c3ccc(Cl)cc3)c2n1	97*	0	7	-2	6.8	7	3	6
Nc1c(Cl)cc(C2=NCCn3nc4cc(C(F)(F)F)ccc4c32)cc1Cl	-7	2	5	11	1.8	22	-13	7
CCOC(=O)CSc1nc(N)c(C#N)c(-c2cccs2)c1C#N	20	-11	17	0	-5.8	10	-6	-1
Cc1ccc(-n2c(C)nnc2SCC(=O)N(C)C2CCS(=O)(=O)C2)cc1 (stereo not drawn)	21	-2	-12	-2	0.1	-4	9	0
Next structures:
SMILES	Mdm2-MdmX inh	TIM10 inh	tim10-1 inh	UPR XBP1 act	CHOP UPR activ	tim23-1 inh	697 NFkB inh	Jurkat NFkB inh
CC1=CC(C)(C)N2C(=O)C3(NCCc4c3[nH]c3ccccc43)c3cc(C)cc1c32 (stereo not drawn)	45	12	18	-2	1.9	35	8	4
O=C(NCC1CCCO1)C1CCC(=O)N1Cc1ccc(F)cc1 (stereo not drawn)	-34	-7	18	-1	1.8	5	2	-5
C=CCN1C(=O)C(CC(=O)Nc2ccc(OCC)cc2)N(Cc2ccccn2)C1=S (stereo not drawn)	-3	5	16	-3	-0.2	12	16	2
CCOc1cccc(CN2CCCC(C(=O)c3cccc(C(F)(F)F)c3)C2)c1O (stereo not drawn)	4	18	9	-4	-0.9	19	-15	10
O=C(/C=C/c1ccc(Br)cc1)NC(=O)c1ccccc1O	-98	22	33	-4	0.4	30	-12	-29
C[C@H]1COC(=O)[C@H](Cc2ccc(F)cc2)C/C=C\C[C@H](CC(=O)NCCO)C(=O)N1	-20	0	-13	0	-0.5	5	6	14
CCOc1cc(/C=N/n2nnnc2N)ccc1OCc1c(C)no[n+]1[O-]	0	3	8	0	3.2	-3	-13	20
CCN(CC)S(=O)(=O)c1ccc(C)c(NS(=O)(=O)c2cc(/C=C/C(=O)O)cc(OC)c2OC)c1	-6	-21	18	-1	0.3	20	-5	-14
Cc1cc(-n2c(SCc3ccccc3F)nc3n[nH]c(C)c3c2=N)ccc1Cl	43	1	27	8	1.5	21	10	-1
Cc1ccc(C(=O)OC(C)C(=O)Nc2ccc(S(N)(=O)=O)cc2)cc1S(=O)(=O)N1CCOCC1 (stereo not drawn)	4	-6	13	3	-0.8	7	-8	10
CCCc1ncc(C(=O)c2ccc(OC)cc2)n1C	-37	3	12	0	3.3	8	-19	-11
Cc1cccc(C)c1OCCNC(=O)OCc1ccccc1	-7	-13	7	1	-0.9	11	11	7
N=c1c(C(=O)NCCN2CCOCC2)cc2c(=O)n3ccccc3nc2n1CCc1ccccc1	-10	12	-12	-1	-0.6	-2	-11	16
CSc1cc(CS(=O)(=O)c2ccccc2)nc(-c2ccccc2)n1	23	-5	16	-1	0.5	19	3	10

Random draw from the library (roughly 6.6% active in at least one column).
